MRP resist rev = reverses drug resistance mediated by MRP; H69AR cells + 2 uM doxorubicin, CellTiter-Glo, 72 h; actives 0.04% (n = 85,000); differential viability (reversal), % at 10 µM;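 active = viability drop by adding the cancer drug above about 55%, with treated viability meeting a 40% cutoff, limit read from the data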;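 note: viability without doxorubicin minus viability with 2 µM doxorubicin for each compound; larger differential means the compound sensitizes cells more to doxorubicin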
PLAP inhibitors HTS = PLAP enzyme inhibitors, biochemical, luminescence, HTS (AID 690); actives 0.08% (n = 96,000); one-dose inhibition, % at 20 µM; IC50 in µM for titrated hits; purified PLAP, luminescent substrate; higher % means a stronger effect; in the data active = a potency from the dose series; inactive = the rest, 99 in 100 with inhibition below about 30%; note: strong numbers were not always called active
IL1B NFkB pot = enhances IL-1B driven NFkB nuclear translocation. HUVEC IL-1B NFkB p65 nuclear translocation imaging. activation, % at 2 µM. actives 0.3% (n = 94,000). AID 819;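 active = activation above 40%, about the mean plus 3 SD, also judged a hit on visual image review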;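 note: percent activation is computed from the nuclear over cytoplasmic p65 intensity ratio; values of inactives mirror those of a sister screen read the other way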
IL1B NFkB inh = blocks IL-1B driven NFkB nuclear translocation in HUVEC cells; HUVEC IL-1B NFkB p65 nuclear translocation imaging; inhibition, % at 2 µM; actives 0.43% (n = 94,000); AID 796;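 active = inhibition above about 30% together with a positive call from visual inspection of the well image, limit read from the data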;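 note: nuclear over cytoplasmic p65 intensity ratio measured by imaging; 0% = IL-1B stimulated DMSO wells and 100% = unstimulated DMSO wells; values of inactives mirror those of a sister screen read the other way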
Bcl-B displacement = displacers of TR3 peptide from Bcl-B, primary screen, selectivity assay for Bfl-1 inhibitor project, biochemical, fluorescence polarization | FP displacement of FITC-TR3 peptide from Bcl-B; higher % means a stronger effect | displacement, % at 20 µM, or IC50 in µM where a hit was titrated | actives 0.11% (n = 96,000) | AID 748;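 active = displacement above 50% at 20 µM plus a fluorescence interference ratio under 1.5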;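 note: plate controls were wells without compound for no effect and wells lacking Bcl-B protein for full effect; a part of the inactive calls stands beside numbers as strong as those of hits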
MRP resist rev cytotoxicity = also measured in MRP resist rev; calls as there; viability, %; H69AR cells, CellTiter-Glo, 72 h; measured here: cytotoxicity without doxorubicin
MRP resist rev with doxorubicin = further read-out of MRP resist rev, marked with its call; viability, %; measured here: viability with 2 uM doxorubicin; hits give low values
IL1B NFkB inh cell count 2 µM = further read-out of IL1B NFkB inh, marked with its call; cell count; measured here: cells passing quality filter;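 raw number of nuclei counted in each imaged well without normalization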
IL1B NFkB pot cell count 2 µM = further read-out of IL1B NFkB pot, marked with its call; cell count; measured here: cells passing quality filter
* = called active by the depositor; / = no result given. This is a subset. The share of hits here may be higher or lower than overall.

SMILES | MRP resist rev | MRP resist rev cytotoxicity | MRP resist rev with doxorubicin | PLAP inhibitors HTS | IL1B NFkB pot | IL1B NFkB pot cell count 2 µM | IL1B NFkB inh | IL1B NFkB inh cell count 2 µM | Bcl-B displacement
O=C(Oc1cccc(NC(=O)c2ccco2)c1)c1cccc(S(=O)(=O)N2CCCC2)c1 | -14 | 70 | 84 | 9% | -5 | 196 | 5 | 196 | -2%
CCc1ccc(NC(=O)Cc2cn(C)c3ccccc23)cc1 | 5 | 88 | 82 | 19% | 19 | 194 | -19 | 194 | 9%
COc1ccc2c(c1)c(C(O)CN1CCC(Cc3ccccc3)CC1)c(C)n2C (configuration not stated) | / | / | / | -51% | 7 | 204 | -7 | 204 | -23%
CCOC(=O)c1cccc(NC(=O)CSc2nnc(C3CCCCC3)n2CC)c1 | 8 | 85 | 77 | -58% | -8 | 72 | 8 | 72 | 0%
O=C(Nc1ccccc1OC(F)F)c1ccccc1 | / | / | / | 3% | 0 | 94 | 0 | 94 | -2%
CN1C(=O)C2(C(C#N)=C(N)N(c3ccc(Cl)cc3)C3=C2C(=O)CC(C)(C)C3)c2ccccc21 (configuration not stated) | / | / | / | -75% | 3 | 217 | -3 | 217 | 0%
Cc1ccc(S(=O)(=O)N2CCN(C3CC(=O)N(CCc4ccccc4)C3=O)CC2)cc1C (configuration not stated) | -2 | 97 | 99 | -5% | -4 | 116 | 4 | 116 | -6%
C=CCOn1c(=O)c(-c2cccs2)[n+]([O-])c2ccccc21 | 2 | 83 | 82 | -9% | -1 | 112 | 0 | 112 | 110%
COc1ccc(CN(Cc2cc3cc(C)ccc3[nH]c2=O)C(=O)N(C)C)cc1 | 0 | 72 | 73 | -36% | / | / | / | / | 6%
CCCCN1C2CCCC1CC(NC(=O)C1CCCCC1)C2 (configuration not stated) | -4 | 92 | 96 | / | 1 | 140 | -1 | 140 | /
O=C(CSc1nnc(Cc2cc(=O)[nH]c(=O)[nH]2)n1-c1ccc(Cl)cc1)NC1CCCC1 | -1 | 88 | 89 | -16% | 13 | 62 | -13 | 62 | -2%
Cc1ccc(-c2nn(-c3ccccc3)cc2C(=O)N2CCOCC2)cc1 | 3 | 91 | 88 | -59% | / | / | / | / | 4%
CCOc1ccccc1NC(=O)C1CCCN(S(=O)(=O)c2c(C)[nH]c(=O)[nH]c2=O)C1 (configuration not stated) | 1 | 96 | 95 | -8% | 10 | 211 | -10 | 211 | -6%
CC(=O)NCCn1c(SCc2ccc(C)cc2)nc2ccccc2c1=O | 16 | 97 | 82 | -44% | 2 | 183 | -2 | 183 | -6%
CCOc1ccc(/C=C/C(=O)Nc2ccc(N3CCOCC3)cc2)cc1 | / | / | / | 14% | 19 | 161 | -19 | 161 | -17%
CCN(C(=O)c1cc2cccc(OC)c2oc1=O)c1ccccc1 | -6 | 97 | 102 | 10% | 2 | 167 | -2 | 167 | -14%
Cc1ccccc1OCCCCc1c(C)n[nH]c1C | 4 | 90 | 86 | -27% | 9 | 76 | -9 | 76 | 6%
CN1CCN(c2nc(-c3ccncc3)nc3ccccc23)CC1 | 34 | 57 | 22 | -19% | -11 | 151 | 11 | 151 | 2%
O=C(CCC(=O)Nc1ccccc1)NNC(=O)c1cccs1 | / | / | / | -20% | 3 | 101 | -3 | 101 | -1%
N=C1C(c2nc(-c3ccc(F)cc3)cs2)=C(O)CN1CCCN1CCOCC1 | 4 | 87 | 82 | -56% | 4 | 109 | -4 | 109 | 0%
O=C(CN1C(=O)c2ccccc2C1=O)Nc1ccc2c(c1)OCO2 | -4 | 91 | 96 | -1% | 14 | 101 | -14 | 101 | -2%
Cc1ccc(-c2[nH]nc(N)c2N=Nc2ccccc2C)cc1 | / | / | / | 2% | -29 | 105 | 29 | 105 | -22%
O=C(Cn1ccc2ccccc2c1=O)NCCC(=O)NC1CCN(Cc2ccccc2)CC1 | 2 | 88 | 86 | -49% | -1 | 109 | 1 | 109 | -4%
CCC1CCCN1Cn1cnc2c([nH]c3ccc(OC)cc32)c1=O (configuration not stated) | 7 | 99 | 92 | -46% | -5 | 144 | 5 | 144 | 4%
Cc1c(NC(=O)c2cc(-c3ccco3)on2)c(=O)n(-c2ccccc2)n1C | 3 | 96 | 93 | 0% | 1 | 164 | -1 | 164 | -3%
SMILES | MRP resist rev | MRP resist rev cytotoxicity | MRP resist rev with doxorubicin | PLAP inhibitors HTS | IL1B NFkB pot | IL1B NFkB pot cell count 2 µM | IL1B NFkB inh | IL1B NFkB inh cell count 2 µM | Bcl-B displacement
CCC(CC)COC(=O)C(C#N)c1nc2ccccc2nc1N1CCOCC1 (configuration not stated) | -5 | 88 | 93 | -31% | 7 | 137 | -6 | 137 | -5%
COC(CNC(=O)c1cc(C(=O)c2c(-c3c(Cl)cccc3Cl)noc2C)c[nH]1)OC | / | / | / | -40% | 4 | 114 | -4 | 114 | 3%
CC(C)(Oc1ccc(Cl)cc1)C(=O)NC1CCSC1=O (configuration not stated) | -8 | 83 | 91 | / | -7 | 124 | 7 | 124 | /
COC(=O)c1[nH]c2ccc(C)cc2c1NC(=O)CCN1CCN(C2CCCCC2)CC1 | 4 | 78 | 74 | -58% | 21 | 165 | -20 | 165 | -2%
COc1ccc(N2CCN(Cc3ccc(Br)s3)CC2)cc1 | -14 | 66 | 80 | -85% | -4 | 171 | 4 | 171 | 1%
O=C(c1nc2nc(-c3ccccc3)cc(C(F)(F)F)n2n1)N1CCCCC1 | / | / | / | -24% | 7 | 144 | -7 | 144 | -10%
COc1ccc(Cl)cc1Nc1nc(C)cc(=O)[nH]1 | 4 | 99 | 94 | 11% | 12 | 98 | -12 | 98 | -3%
Cc1cccc(-n2ncc3c(NCCCO)ncnc32)c1 | 5 | 103 | 98 | 10% | 7 | 173 | -7 | 173 | 10%
Cc1nnc(SCC(=O)NC(=O)NCc2ccco2)n1Cc1ccccc1 | 11 | 98 | 88 | -50% | 8 | 211 | -8 | 211 | 18%
O=Cc1ccc(OCC(=O)NC(=O)NC2CCCCC2)cc1 | / | / | / | 0% | -10 | 185 | 10 | 185 | 0%
COc1ccc(NC(=O)CSc2nnc(C3CC3)n2N)cc1 | -10 | 85 | 96 | 4% | 12 | 117 | -12 | 117 | 2%
Cc1ccc(C2(C)NC(=O)N(CC(=O)NC(=O)NCCC(C)C)C2=O)cc1 (configuration not stated) | -9 | 91 | 100 | -78% | / | / | / | / | -8%
c1ccc2c(c1)C(=NCC1CCCO1)NC2=NCC1CCCO1 (configuration not stated) | -6 | 100 | 106 | -10% | -1 | 150 | 1 | 150 | 1%
COC(=O)C1=CN(CCCN2CCCC2=O)C=C(C(=O)OC)C1c1cccs1 | / | / | / | -47% | -5 | 108 | 5 | 108 | 8%
Cc1ccc(OCC(=O)Nc2sc3c(c2C#N)CCC3)cc1 | / | / | / | -6% | 59* | 145* | -59 | 145 | -15%
Cc1cc(C(=O)NCc2ccco2)no1 | 7 | 84 | 76 | 12% | 6 | 148 | -6 | 148 | 2%
COc1cccc(/C=N/NC(=O)c2ccc(-c3ccccc3)cc2)c1O | / | / | / | -108% | 18 | 159 | -18 | 159 | -5%
COCCn1nnnc1C(c1ccccn1)N1CCN(c2cc(C)ccc2C)CC1 (configuration not stated) | 16 | 101 | 84 | -85% | 8 | 195 | -8 | 195 | 2%
CCOc1ccc(OCC)c(NC(=O)C2CCCN(S(=O)(=O)c3cnc[nH]3)C2)c1 (configuration not stated) | -5 | 83 | 88 | -51% | -8 | 198 | 8 | 198 | 3%
O=C1CCC(=O)N1CCOP1(=O)COc2ccccc2OC1 | -4 | 95 | 98 | 2% | 10 | 143 | -10 | 143 | -8%
CC(C)Cn1c(SCC(=O)NC(=O)Nc2ccc3c(c2)OCCO3)nc2ccccc2c1=O | -27 | 66 | 93 | 12% | / | / | / | / | 10%
CCc1sc(NC(=O)COC)nc1-c1ccccc1 | 7 | 80 | 73 | -53% | -27 | 62 | 27 | 62 | 1%
C=CCN(C(=O)CNC(=O)c1ccco1)C(C(=O)NC1CCCCC1)c1ccccc1 (configuration not stated) | 9 | 90 | 81 | -31% | 3 | 103 | -3 | 103 | -3%
Brc1ccc(OCCOCCOc2cccc3cccnc23)cc1 | / | / | / | / | 0 | 130 | 0 | 130 | /
CCN(CC)S(=O)(=O)c1ccc(C2CNC(=O)C2)cc1 (configuration not stated) | / | / | / | 1% | -6 | 64 | 6 | 64 | -1%

Single records, from the list above.
Entry for Cc1cccc(-n2ncc3c(NCCCO)ncnc32)c1 → MRP resist rev: 5; MRP resist rev cytotoxicity: 103; MRP resist rev with doxorubicin: 98; PLAP inhibitors HTS: 10%; IL1B NFkB pot: 7; IL1B NFkB pot cell count 2 µM: 173; IL1B NFkB inh: -7; IL1B NFkB inh cell count 2 µM: 173; Bcl-B displacement: 10%
Entry for O=C1CCC(=O)N1CCOP1(=O)COc2ccccc2OC1 → MRP resist rev: -4; MRP resist rev cytotoxicity: 95; MRP resist rev with doxorubicin: 98; PLAP inhibitors HTS: 2%; IL1B NFkB pot: 10; IL1B NFkB pot cell count 2 µM: 143; IL1B NFkB inh: -10; IL1B NFkB inh cell count 2 µM: 143; Bcl-B displacement: -8%
Entry for CCC(CC)COC(=O)C(C#N)c1nc2ccccc2nc1N1CCOCC1 (configuration not stated) → MRP resist rev: -5; MRP resist rev cytotoxicity: 88; MRP resist rev with doxorubicin: 93; PLAP inhibitors HTS: -31%; IL1B NFkB pot: 7; IL1B NFkB pot cell count 2 µM: 137; IL1B NFkB inh: -6; IL1B NFkB inh cell count 2 µM: 137; Bcl-B displacement: -5%

Next entries
SMILES | MRP resist rev | MRP resist rev cytotoxicity | MRP resist rev with doxorubicin | PLAP inhibitors HTS | IL1B NFkB pot | IL1B NFkB pot cell count 2 µM | IL1B NFkB inh | IL1B NFkB inh cell count 2 µM | Bcl-B displacement
Cc1cc(C)n(C(=O)c2c([N+](=O)[O-])cnn2C)n1 | -16 | 72 | 88 | / | 26 | 140 | -26 | 140 | /
CCOC(=O)c1oc2ccc(CNCCO)c(Cl)c2c1C | / | / | / | -53% | -13 | 139 | 13 | 139 | -4%
CCn1c(SCC(=O)N2CCc3ccccc3C2)nc2c1c(=O)n(C)c(=O)n2C | -1 | 78 | 79 | -16% | -6 | 158 | 6 | 158 | 10%
Cc1ccc(C2N(c3ccccc3)C(=S)N3CCCN23)cc1 (configuration not stated) | -4 | 97 | 101 | 1% | -13 | 37 | 13 | 37 | 4%
Cc1oc(C2CC2)cc1C(=O)O | -8 | 87 | 96 | -15% | 4 | 178 | -4 | 178 | 8%
Cc1nn(CCO)c(C)c1Oc1ccccc1O | 1 | 95 | 95 | 15% | 6 | 150 | -6 | 150 | 3%
CCOC(=O)c1[nH]c2ccccc2c1CCCN1C(=O)c2ccccc2C1=O | -1 | 85 | 85 | 13% | 7 | 157 | -7 | 157 | -9%
CC1=C(C)CC(C(=O)NNC(=O)c2ccccc2O)C(C(=O)O)C1 (configuration not stated) | / | / | / | -61% | 8 | 184 | -8 | 184 | 17%
COc1ccc(CSc2nnc(C)n2N)cc1 | 10 | 99 | 90 | 10% | -12 | 158 | 12 | 158 | 2%
O=C(CN1CCN(C2CCCCC2)CC1)Nc1ccccc1N1CCCCC1 | 5 | 61 | 56 | -53% | / | / | / | / | 8%
COC(=O)c1ccc(C(=O)OC)c(NC(=S)N2CCCCC2)c1 | / | / | / | -3% | -8 | 145 | 8 | 145 | 9%
Cc1ccc(O)c(C2=NCCNC(C(F)(F)C(F)F)=C2)c1 | -2 | 81 | 84 | 22% | 6 | 67 | -6 | 67 | 70%
Cc1cc(C)n(-c2nc3c(c(=O)[nH]c(=O)n3C)n2CCc2ccccc2)n1 | -9 | 24 | 33 | -13% | 4 | 122 | -4 | 122 | 1%
Cc1cc2cc(CN(CCCN3CCOCC3)C(=O)NC3CCCCC3)c(=O)[nH]c2cc1C | 7 | 74 | 67 | -61% | -4 | 143 | 4 | 143 | -7%
CCCCc1ccc(C(=O)NC(C(=O)O)C(C)C)cc1 (configuration not stated) | 23 | 114 | 91 | -4% | -2 | 108 | 2 | 108 | -14%
COc1ccc2cc(CN(CC3CCCO3)S(=O)(=O)c3ccccc3)c(=O)[nH]c2c1 (configuration not stated) | -11 | 86 | 97 | -36% | 22 | 55 | -22 | 55 | 1%
CCCc1nc2sc3ccccc3c(=O)c2c(=O)n1CCOC | 10 | 95 | 86 | 15% | -7 | 181 | 8 | 181 | -10%
